Source: PubChem (several laboratories)
Cardiac RTF inh = cardiac RTF calcium sensitivity inhibitors, primary screen, biochemical, IANBD-TnC fluorescence, EC70 calcium. Troponin I, cardiac muscle (Homo sapiens) + Troponin T, cardiac muscle (Homo sapiens) + …. IANBD-labeled cardiac RTF, Ca2+ fluorescence. inhibition, % at 7.15 µM. 0.12% of 340,000 active;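 active = inhibition above the mean inhibition of all tested compounds plus 3 SD, cut at about 17% in these data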;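 note: assay run at fixed EC70 calcium of 1.6 mM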
SR-BI HDL uptake = inhibitors of SR-BI mediated HDL lipid uptake, primary screen, ldlA[mSR-BI] cells, fluorescence, single point | inhibition, % at 12.5 µM | ldlA[mSR-BI] CHO cells, DiI-HDL uptake fluorescence, 3 h | AID 488896, 2010 | Scavenger receptor class B member 1 (Mus musculus), Q61009 | 0.96% of 320,000 active;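 active = mean replicate inhibition of at least 70% and a set share of replicates each scoring 70 or more; inconclusive = meets just one of the two criteria; inactive = fails both criteria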;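 note: 0% = median of neutral control wells and 100% = median of positive control wells; values of inactives mirror those of a sister screen read the other way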
Arr AP2 block = inhibitors of beta-arrestin/AP2 binding, primary screen, biochemical, GPCR trafficking, flow cytometry | beta-arrestin 1 C-terminal peptide binding to AP2 beta2-adaptin appendage (human) | FITC-arrestin peptide / GST-AP2 beads; AP2 beta2 appendage carries R879A mutation | inhibition, % at 10 µM | 0.31% of 340,000 active | AID 504490, 2011;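 active = inhibition above a set limit, near 3 SD of compounds lacking own fluorescence, cut at about 54% in these data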;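 note: plate controls were DMSO wells for no effect and 5 µM unlabelled arrestin peptide for full effect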
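Material – AP2 appendage R879A on GSH beads · Buffer or medium – PBS with 0.05% Tween 20 and 0.1% BSA · Probe or stimulus – fluorescein-tagged arrestin peptide at 50 nM final · Incubation – compound with beads 12 min RT, then probe 1 h RT · Detection – high-throughput flow cytometry of beads, ex 488, em 535 nm · Evaluation – percent response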
DAGLB inhibitor = DAGLB lipase inhibitors, primary screen, biochemical, fluorescence, HTS | 0.059% of 340,000 active | Diacylglycerol lipase-beta (Homo sapiens), Q8NCG7 | HEK293T DAGLB membrane lysate, EnzChek fluorogenic substrate | inhibition, % at 5.17 µM; in the data active = inhibition above about 34%;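 note: 0% = enzyme with vehicle and 100% = wells lacking enzyme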
Target sequence (Q8NCG7 whole entry, looked up): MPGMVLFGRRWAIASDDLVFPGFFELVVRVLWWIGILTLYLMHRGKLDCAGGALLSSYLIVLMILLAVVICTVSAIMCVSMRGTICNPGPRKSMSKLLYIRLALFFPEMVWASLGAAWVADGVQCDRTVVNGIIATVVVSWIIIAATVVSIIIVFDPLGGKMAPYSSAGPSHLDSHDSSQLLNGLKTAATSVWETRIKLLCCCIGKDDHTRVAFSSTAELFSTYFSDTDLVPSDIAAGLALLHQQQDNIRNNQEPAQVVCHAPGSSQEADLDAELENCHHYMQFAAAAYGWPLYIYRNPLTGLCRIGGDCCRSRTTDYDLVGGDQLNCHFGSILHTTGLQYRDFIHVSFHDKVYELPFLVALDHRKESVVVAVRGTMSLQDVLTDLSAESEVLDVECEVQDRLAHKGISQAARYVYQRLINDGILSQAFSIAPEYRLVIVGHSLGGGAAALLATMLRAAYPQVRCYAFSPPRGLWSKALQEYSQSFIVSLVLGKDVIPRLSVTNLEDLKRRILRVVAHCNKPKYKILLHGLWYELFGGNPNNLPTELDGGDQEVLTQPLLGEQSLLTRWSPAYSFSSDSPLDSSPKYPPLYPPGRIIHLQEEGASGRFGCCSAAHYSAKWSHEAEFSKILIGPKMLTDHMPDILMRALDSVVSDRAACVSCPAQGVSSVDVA
PvdQ inh = P. aeruginosa PvdQ acylase inhibitors, primary screen, biochemical, fluorescence, plate reader and imaging, single point. PvdQ acylase [Pseudomonas aeruginosa LESB58]. purified PvdQ acylase. inhibition, % at 10 µM. 0.063% of 340,000 active. AID 488965, 2010; in the data active = inhibition above about 30%, passing the limit was not always enough; inconclusive = no clear call, values can overlap the other calls;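 note: 0% = vehicle neutral wells and 100% = reference inhibitor wells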
PKA-R2B act = activators of PKA-R2B holoenzyme, primary screen, biochemical, fluorescence polarization, Cy5-IP20, human. 0.079% of 340,000 active. cAMP-dependent protein kinase catalytic subunit beta (Homo sapiens) + cAMP-dependent …. PKA-R2B holoenzyme dissociation; R2B truncated from residue 108, S112A mutant; 0% DMSO only, 100% 113 µM cGMP. activation, % at 11.4 µM. AID 504700, 2011;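 active = activation above a cutoff set at the mean over all compounds plus 3 SD, cut at about 18% in these data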;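 note: higher means more holoenzyme dissociation and a rise in polarization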
Target sequence (P31323 whole entry, looked up, other chains not shown, the tested form may be a part): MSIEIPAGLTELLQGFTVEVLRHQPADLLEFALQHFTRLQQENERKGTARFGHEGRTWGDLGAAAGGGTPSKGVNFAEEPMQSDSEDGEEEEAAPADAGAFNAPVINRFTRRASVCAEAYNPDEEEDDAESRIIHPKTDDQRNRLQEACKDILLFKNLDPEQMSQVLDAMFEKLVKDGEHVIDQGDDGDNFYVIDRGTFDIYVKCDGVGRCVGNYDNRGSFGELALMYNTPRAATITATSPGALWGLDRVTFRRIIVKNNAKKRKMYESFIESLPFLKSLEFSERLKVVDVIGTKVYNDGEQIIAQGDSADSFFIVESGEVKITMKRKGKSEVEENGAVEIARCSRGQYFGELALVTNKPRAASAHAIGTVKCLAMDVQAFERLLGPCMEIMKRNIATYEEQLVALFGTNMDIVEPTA
LANA DNA inh = inhibitors of KSHV C-LANA binding to DNA, primary screen, biochemical, fluorescence polarization, FAM-LBS DNA, MBP-C-LANA, single point | 0.078% of 340,000 active | Kaposi's sarcoma herpesvirus LANA C-terminal domain (residues 932-1162) DNA binding | inhibition, % at 9 µM;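 active = highest replicate inhibition at or above 60% at 9 µM, even if other replicates fall short; inactive = all replicates below 60% inhibition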;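 note: 0% = neutral control wells and 100% = 4 µM acridine orange control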
Keap1 Nrf2 FP = Keap1-Nrf2 protein-protein interaction inhibitors, primary screen, biochemical, fluorescence polarization, single point; AID 504523, 2011; 0.15% of 340,000 active; inhibition, % at 9.4 µM; Keap1 Kelch-Nrf2 peptide fluorescence polarization, 1536-well; in the data active = inhibition above about 12%; inconclusive = no clear call, values can overlap the other calls; inactive = below about 7.3%;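 note: human Keap1 Kelch domain with fluorescein labeled Nrf2 9mer peptide probe; 0% = neutral control wells and 100% = peptide positive control; higher means more block of Keap1 binding to Nrf2 peptide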
NSD2 inh = NSD2 histone methyltransferase inhibitors, primary screen, biochemical, AlphaScreen, single concentration, set 2 | Histone-lysine N-methyltransferase NSD2 (Homo sapiens), O96028 | NSD2 peptide methylation, 120 min | inhibition, % at 12.5 µM | 0.54% of 310,000 active | AID 743445, 2014; in the data active = inhibition above about 50%
SR-BI uptake up = activators of SR-BI mediated DiI-HDL uptake, primary screen, ldlA[mSR-BI] CHO cells, DiI fluorescence. 0.096% of 320,000 active. 3 h; 100 = double the neutral-control signal. activation, % at 12.5 µM;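 active = mean replicate activation of at least 60% and every replicate at or above 60%; inconclusive = mean or all-replicate condition met, but not both; inactive = mean below 60% and not all replicates reaching 60%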;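 note: 0% = median plate neutral-control signal and 100% = twice that signal; values of inactives mirror those of a sister screen read the other way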
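system = CHO ldlA[mSR-BI] cells, LDL receptor-null, SR-BI overexpressing | medium = Ham's F12 with 0.5% BSA, HEPES 25 mM, pH 7.4 | probe or stimulus = DiI-HDL 10 µg/mL | compound dosing = single-point compound dose | incubation = compound exposure 3 h, 37 °C | technique = DiI fluorescence, bottom read | read-out = cell-associated DiI fluorescence as measure of HDL uptake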
Numbers without * were called inactive; ? = inconclusive; nt = not tested or not shown. No enrichment for hits. About 2.1% of those tested had a hit in this group.

Each structure is followed by: SR-BI HDL uptake	PKA-R2B act	Cardiac RTF inh	SR-BI uptake up	NSD2 inh	Keap1 Nrf2 FP	Arr AP2 block	DAGLB inhibitor	LANA DNA inh	PvdQ inh
CCOC(=O)NC(CC(=O)O)c1ccc(OC)c(OC)c1 (centres undefined)
 : 15	-1	-2	-15	0	5	37	0	-1.4	5
Cc1nn(Cc2ccccc2)c(C)c1C(=O)NCCN1C(=O)S/C(=C\c2ccc(F)cc2)C1=O
 : -27	-12	-5	27	-2	3	3	-2	2.5	-15
CC(=O)Nc1ccc2c(c1)C(=O)N(c1ccc(C)cc1)C2=O
 : 14	-4	-6	-14	-1	-3	3	2	-1.4	2
CN(C)c1nc2c(c(=O)[nH]c(=O)n2C)n1Cc1ccccc1Br
 : 8	5	0	-8	-3	3	18	1	-0.2	-1
CC(C)NC(=O)CN1CCN(C(=O)CCl)CC1
 : -45	16	4	45	-4	2	-2	-2	-1.2	-5
COc1ccc(C(=O)O/N=C(\N)c2ccncc2)cc1OC
 : -25	4	-1	25	-4	-4	-3	-1	-0.2	7
O=C(c1ccc(-c2ccccc2)cc1)C1CCCN(C(=O)c2ccncc2)C1 (centres undefined)
 : 11	-6	-5	-11	0	-1	9	-1	15	8
CCC(=O)Nc1cc2c(cc1Cl)-c1ccccc1C2
 : 17	-9	4	-17	-2	1	5	-8	-1.1	3
CCCN(CC(=O)Nc1ccccc1OC)C(=O)Cc1ccccc1F
 : nt	-11	-21	nt	-3	0	-4	1	1.6	-11
CCOc1cccc2cc(C(=O)NCc3ccccc3)c(=N)oc12
 : -3	1	1	3	-3	-3	-8	0	-3.4	-14
CC(C)(C)C(=O)CN1C(=O)NC2(CCc3ccccc32)C1=O (centres undefined)
 : 5	2	-4	-5	-1	-3	-8	-2	0.7	-12
O=C(NCc1cccnc1)c1ccccc1-c1ccccc1
 : -10	1	-5	10	26	-4	45	-1	-1.1	-3
CSc1cccc(CN2CCC(CO)(Cc3ccccc3)CC2)c1
 : -10	-5	-4	10	-1	-7	12	-1	-0.6	-10
COc1cccc(C(=O)NCCS(=O)(=O)NCc2ccco2)c1
 : -14	4	-4	14	0	-3	-2	0	-0.4	-11
Cc1cc(C)c(C(=O)NC2CC(C)(C)Cc3c2cnn3-c2ccccc2)o1 (centres undefined)
 : 32	-3	-1	-32	4	-2	18	1	7.6	-6
CC1=C(C#N)C(C)C2=C(CC(C)(C)CC2=O)N1 (centres undefined)
 : -16	-3	-4	16	3	-5	-1	-1	0.4	-12
O=C(NCCCO)c1nnc(Cc2c(F)cccc2Cl)o1
 : -13	-6	-2	13	-1	-4	14	-2	-1.8	5
CC(=O)Nc1ccc(S(=O)(=O)N(C)c2ccc(OCC(=O)OCC(=O)NCc3ccco3)cc2)cc1
 : nt	-2	-8	nt	-1	-8	-4	1	0.0	-15
O=C(COc1cc(O)c2c(=O)cc(-c3ccccc3)oc2c1)c1cccc([N+](=O)[O-])c1
 : ?	-2	-5	-72	-4	-5	24	1	-1.0	-5
O=C(COC(=O)/C=C/c1ccccc1)NNC(=O)c1ccc([N+](=O)[O-])cc1
 : 11	-3	-13	-11	0	-5	1	1	-1.9	-11
O=C1COc2ccc(S(=O)(=O)N3CCCC3)cc2N1
 : -2	10	-17	2	-5	-1	-1	1	0.5	-14
O=C(O)CC(C(=O)O)n1nc(-c2ccccc2)cc1-c1ccccc1 (centres undefined)
 : -6	-5	3	6	6	3	3	1	0.5	-5
COc1ccc(OC)c(/C=N\NC(=O)c2c(C)nc3cc(C)ccn23)c1
 : nt	-1	-9	nt	-2	-2	1	1	1.2	-13
Cc1c(C(=O)OCC(=O)N2c3ccccc3CC2C)oc2ccccc12 (centres undefined)
 : 20	11	-9	-20	-3	1	22	-3	-0.1	6
Cc1cc2cc(CN(Cc3ccc4c(c3)OCO4)C(=O)c3ccco3)c(=O)[nH]c2cc1C
 : 4	-10	3	-4	nt	-3	-3	2	-0.9	-12
Cc1cc(C)c(C#N)c(SC(C(=O)NC(C)(C)C)c2ccccc2)n1 (centres undefined)
 : 64	10	-6	-64	0	4	0	-2	0.5	-1
O=C(NCCc1nc2ccccc2[nH]1)c1ccc([N+](=O)[O-])cc1
 : 12	-9	-6	-12	-1	-3	-15	0	1.6	-12
CC(C)CCN1CCN(Cc2ccc(C(F)(F)F)cc2)CC1CCO (centres undefined)
 : nt	6	-17	nt	0	0	12	1	-0.2	-17
COc1ccc(C=NNc2ccc([N+](=O)[O-])cc2S(=O)(=O)Nc2ccccc2C(=O)O)cc1OC
 : 0	4	-8	0	2	1	16	15	19	5
O=C(NCc1cn(-c2ccccc2)nc1-c1ccccc1)c1cc([N+](=O)[O-])cc([N+](=O)[O-])c1
 : 2	-5	-4	-2	1	-7	-2	0	0.0	-3
O=C(NC1CC1)c1ccc(NC(=O)C2CCC2)cc1
 : -2	-8	3	2	nt	0	21	-4	1.2	24
CCOc1ccc2nc(NCCNC(=O)CC)c(C#N)cc2c1
 : 28	2	-13	-28	-3	-1	9	-3	1.1	-11
CC(=O)Nc1ccc(NC(=O)C(NS(=O)(=O)c2cccc3nsnc23)C(C)C)cc1 (centres undefined)
 : -3	-6	-6	3	2	4	2	-3	0.6	-1
Oc1ccccc1-c1n[nH]c(-c2ccccc2O)n1
 : 8	3	-4	-8	-2	-7	-12	1	0.8	-23
CC1Cc2ccccc2N1C(=S)NC(=O)C1(C)CC1(Cl)Cl (centres undefined)
 : -35	3	-13	35	13	-3	13	3	-1.4	2
O=C(Nc1ccc(-c2ccc([N+](=O)[O-])cc2)cc1)c1ccccc1F
 : -1	-1	-16	1	-1	-3	12	2	0.8	-13
O=C(NNC(=S)NC(=O)c1ccccc1[N+](=O)[O-])c1ccccc1O
 : 84*	nt	nt	-84	0	-1	35	nt	-2.3	5
COC(=O)c1cn(C(=O)c2ccccc2Cl)c2ccccc12
 : 19	-9	6	-19	-21	3	23	-7	-0.1	-4
O=C(CCCn1c(=O)[nH]c2ccccc2c1=O)NCCSCc1ccccc1
 : -5	-1	-4	5	-1	-4	-10	-2	1.1	-22
Cc1sc2ncnc(N3CCC(C(=O)Nc4nnc(SCc5ccccc5F)s4)CC3)c2c1C
 : 30	-14	-16	-30	-1	nt	28	-3	nt	-1
COc1cccc(OCCOc2ccc(/C=C3\C(=N)N4N=C(S(C)(=O)=O)SC4=NC3=O)cc2OC)c1
 : 36	4	-21	-36	7	1	2	-1	0.6	-12
Cc1cccc(C)c1OCCN1CCOCC1
 : -1	-5	-1	1	-2	-2	11	-1	-1.8	-10
COc1cccc(NC(=O)NCc2ccc(F)cc2)c1
 : -6	1	-11	6	-2	-3	19	-4	1.3	-3
O=C(Nc1ccccc1Oc1ccccc1)c1ccccc1F
 : -41	4	-4	41	-8	-9	2	-19	-0.3	-12
CN1CCCN(C(=O)CNC(=O)c2ccccc2F)CC1
 : 6	15	-4	-6	2	-3	4	-1	-1.1	-16
CCCN(CC(=O)Nc1ccc(C(N)=O)cc1)CC(=O)Nc1cc(Cl)ccc1Cl
 : -1	4	-2	1	-2	0	36	-4	-1.3	4
CC(NC(=O)CCNS(=O)(=O)c1cccc2nonc12)c1ccccc1 (centres undefined)
 : -4	3	-9	4	0	0	-2	-2	0.6	-8
CC(=O)c1ccc(N(CC(=O)NC2CCCC2)C(=O)CNC(=O)c2cccs2)cc1
 : nt	6	5	nt	-1	-1	1	1	1.1	-6
COc1cc2c(cc1OC)C1=NC(=O)CN1C(SCc1ccccc1)=N2
 : nt	2	-15	nt	2	-1	-1	-1	-2.7	-11
O=C(NCc1ccccn1)C1C2C=CC(C2)C1C(=O)Nc1ccc(F)cc1 (centres undefined)
 : -19	-2	0	19	0	-5	3	-2	-0.3	-3
O=C(CN1C(=O)/C(=C2\SC(=S)N(C3CCS(=O)(=O)C3)C2=O)c2ccccc21)Nc1ccc(F)cc1 (centres undefined)
 : -26	nt	nt	26	2	0	17	nt	-0.9	-23
Cc1ccc(C(=O)N2CCN(S(=O)(=O)c3ccc(Br)cc3)CC2)o1
 : nt	-2	14	nt	-5	-2	12	-1	1.0	6
COCCCNC(=S)NCCNc1nc2cc(C)c(C)cc2cc1C#N
 : 14	0	-10	-14	-2	-3	17	2	-1.9	-5
O=C(c1ccnc(Cl)c1)N1CCCC(N2CCN(c3ccccc3F)CC2)C1 (centres undefined)
 : 10	-7	-2	-10	-1	3	63*	2	-1.5	4
Cc1cccc(OCC(=O)N2CCOCC2)c1
 : -14	-20	-2	14	1	1	47	0	-0.7	5
Clc1ccc(Cn2ncc3c(N4CCOCC4)ncnc32)cc1
 : -15	3	-5	15	0	-5	-12	1	0.1	-3
Cc1noc(C)c1COc1cccc(C(=O)OC(C)C(=O)Nc2c(C)n(C)n(-c3ccccc3)c2=O)c1 (centres undefined)
 : 22	-6	-7	-22	-3	0	4	-2	-0.6	-12
COc1ccc(/C=C2\SC(=O)N(CCNC(=O)C3CC(=O)N(c4ccccc4)C3)C2=O)cc1 (centres undefined)
 : -9	-1	-2	9	0	-7	6	0	-1.5	-14
COc1ccc(CCNS(=O)(=O)c2ccc3c(c2)OCCO3)cc1OC
 : -4	-4	-6	4	4	-1	1	1	-0.2	-6
COCc1c(C(=O)OCC(=O)c2c(N)n(CC(C)C)c(=O)n(C)c2=O)oc2ccccc12
 : 35	7	-7	-35	6	-5	-2	-1	1.9	-12
O=C(CCn1c(=O)c2cccn2c2ccccc21)Nc1ccc(F)cc1
 : 75*	8	-2	-75	-2	-1	-9	-2	-0.6	1
CC1(C)CN(c2ccc(CC#N)cc2)C1=O
 : 4	5	-3	-4	0	-4	-3	-1	0.1	-13
